From PubChem BioAssay
DRD3 agonist: D3 dopamine receptor (human) agonism; 0.58% of 410,000 active; D3R DiscoveRx beta-arrestin cells, luminescence, 90 min; P35462; max activation, %; in the data active means max activation above about 30%; further: 0% is about no effect; mostly tested at two doses, the higher about 12 µM
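Agonist-mode cell screen: cells plated at 1500/well and incubated overnight at 37 °C, then exposed to library compounds for 90 min at 37 °C. Detection reagent was added for 30–60 min at room temperature, and luminescence was read.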
GLP1R ag: activates the human GLP-1 receptor | HEK293 GLP-1R CRE-luciferase, luminescence, 4-6 h; cells express a hypersensitive GLP-1R form | 0.007% of 380,000 active | Potency, µM (top dose mostly 45.6 µM), for inactives: at the highest dose activation, actives largely listed as activators | AID 624172 | P43220; further: potency means the concentration at half of the fitted maximal effect; % of control where 0% means no effect
Target sequence (P43220 whole entry, looked up): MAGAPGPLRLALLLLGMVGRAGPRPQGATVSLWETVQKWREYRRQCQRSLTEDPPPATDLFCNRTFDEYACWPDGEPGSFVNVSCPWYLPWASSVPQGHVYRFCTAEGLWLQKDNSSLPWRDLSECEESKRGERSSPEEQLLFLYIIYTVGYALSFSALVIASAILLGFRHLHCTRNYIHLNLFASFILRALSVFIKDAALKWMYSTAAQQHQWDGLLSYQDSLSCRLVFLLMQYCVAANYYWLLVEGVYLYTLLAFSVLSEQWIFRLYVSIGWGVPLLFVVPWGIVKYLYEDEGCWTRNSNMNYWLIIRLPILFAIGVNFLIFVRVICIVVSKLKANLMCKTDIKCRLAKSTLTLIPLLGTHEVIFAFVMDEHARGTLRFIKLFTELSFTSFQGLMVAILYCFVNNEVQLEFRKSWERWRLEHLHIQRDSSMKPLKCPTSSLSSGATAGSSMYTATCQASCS
HEK293 tox: cytotoxic in the GLP-1 receptor inverse agonist counter-screen | 0.13% of 410,000 active | Potency, µM (highest dose often 38.3 µM), inactives show top-dose activity change, negative = inhibition, actives largely listed as inhibitors | HEK293 cAMP-luciferase reporter cells, luminescence, 24 h;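 further: loss of luciferase light is scored as toxicity; potency means the concentration at half of the fitted maximal effect; on the % scale 0 is the no-effect control and ±100 the full control effect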
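A 23 nL compound transfer followed 12 hours of cell culture at 37 deg C; exposure then lasted 24 hr. Luciferase assay detection reagent was dispensed and plates read for luminescence after a 12 min room-temperature wait.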
KB-V1 cytotox: kills drug-selected multidrug resistant KB-V1 cells. KB-V1 MDR cells viability, CellTiter-Glo, 72 h. AID 1347076. Potency, µM (series often up to 46.1 µM), inactives show at the highest dose activity change, negative = cytotoxicity, usual class: cytotoxic. 3.4% of 400,000 active; further: potency means the concentration at half of the fitted maximal effect; on the % scale 0 is the no-effect control and ±100 the full control effect; nearly all actives have a fitted effect of over 60% in size
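KB-V1 MDR subline cells in DMEM (phenol-red free, 10% FBS) exposed to compounds in qHTS concentration series for 72 h at 37 degrees C. Viability read by CellTiter-Glo luminescence; concentration-effect curves fitted after normalization and correction.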
DRD3 antagonist: D3 dopamine receptor (human) antagonism; P35462; D3R cells, DiscoveRx beta-arrestin luminescence, antagonist mode; active compounds read low; max response, negative = inhibition, %; 2.5% of 360,000 active; AID 652054; in the data active means max response below about -50%; inconclusive means no clear call, values can overlap the other calls; further: on the % scale 0 is the no-effect control and ±100 the full control effect; mostly tested at two doses, the higher about 12 µM
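Cells plated overnight at 1500 cells/well, then exposed to library compounds with dopamine controls for 90 minutes at 37 degrees C. DiscoveRx reagent added for 30–60 minutes at room temperature; luminescence read, quantitative HTS format.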
TDP43 rescue: TDP-43 toxicity inhibition in yeast; TDP-43 expressing yeast growth rescue, BacTiter-Glo, 24 h; Potency, µM (highest dose often 46.1 µM), inactives show at the top dose growth rescue (activation), most hits filed as activators; 1.8% of 410,000 active; AID 652104; further: potency means the concentration at half of the fitted maximal effect; % of control where 0% means no effect; nearly all actives have a fitted effect of over 50% in size
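Cell-based yeast growth screen: TDP-43 expression induced in galactose, inoculum OD600=0.02 after raffinose pregrowth to mid-log. Read-out BacTiter-Glo luminescence at 24 hr, 30 deg C; inhibition of toxicity seen as signal increase.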
GLP1R inv ag: acts as inverse agonist at human GLP-1 receptor. P43220. HEK293 GLP-1R CRE-luciferase, luminescence, 24 h; GLP-1R form is constitutively active. Potency, µM (doses to about 38.3 µM), for inactives: at the highest dose activity change, negative = inhibition, actives largely listed as inhibitors. 1.6% of 410,000 active. AID 624417; further: potency means the concentration at half of the fitted maximal effect; on the % scale 0 is the no-effect control and ±100 the full control effect; nearly all actives have a fitted effect of over 55% in size
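Readout was luciferase luminescence, measured 12 min after detection reagent at room temperature. Beforehand, GLP-1R reporter HEK293 cells had sat 12 h, then received compounds for 24 hr at 37 deg C.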
aSyn yeast inh: rescues yeast growth from alpha-synuclein toxicity; Potency, µM (series often up to 46.1 µM), for inactives: at the top dose growth rescue (activation), actives largely listed as activators; Yeast expressing alpha-synuclein, growth rescue, BacTiter-Glo, 24 h; AID 652106; 0.14% of 370,000 active; further: potency means the concentration at half of the fitted maximal effect; % of control where 0% means no effect; nearly all actives have a fitted effect of over 65% in size
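Galactose-induced alpha-syn yeast (OD600=0.02, raffinose-pregrown) + pinned cpd, 24 hr, 30 deg C; growth by BacTiter-Glo luminescence. Growth restoration scores as activation.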
PTHR1 agonist: agonists of human PTHR1 parathyroid hormone receptor; 0.075% of 410,000 active; Potency, µM (series often up to 115 µM), for inactives: at the highest dose activation, hits mostly activators; HEK293 GP2 PTHR1 cells, GloSensor cAMP luminescence, 1 h; further: potency means the concentration at half of the fitted maximal effect; nearly all actives have a fitted effect of over 55% in size; some results filed as inactive show a strong effect at the top dose; inactives centre near -15; many of its hits are not listed in these tables
Target sequence (Q03431 whole entry, looked up): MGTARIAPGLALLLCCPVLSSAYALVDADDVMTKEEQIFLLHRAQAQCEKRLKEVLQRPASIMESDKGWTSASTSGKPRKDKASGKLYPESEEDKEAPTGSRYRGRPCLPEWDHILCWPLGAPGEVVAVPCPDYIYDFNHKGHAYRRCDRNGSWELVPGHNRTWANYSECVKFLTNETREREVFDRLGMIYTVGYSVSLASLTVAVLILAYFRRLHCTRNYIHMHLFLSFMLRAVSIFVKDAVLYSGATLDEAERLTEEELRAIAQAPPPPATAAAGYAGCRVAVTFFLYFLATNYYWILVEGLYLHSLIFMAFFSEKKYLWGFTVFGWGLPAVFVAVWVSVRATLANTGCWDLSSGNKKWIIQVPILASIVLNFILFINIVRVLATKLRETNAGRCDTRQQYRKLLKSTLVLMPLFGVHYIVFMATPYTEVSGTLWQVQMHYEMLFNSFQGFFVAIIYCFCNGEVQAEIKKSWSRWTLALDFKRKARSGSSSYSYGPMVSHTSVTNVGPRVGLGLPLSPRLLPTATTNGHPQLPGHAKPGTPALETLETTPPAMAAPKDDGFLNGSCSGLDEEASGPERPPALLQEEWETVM
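HEK-293-derived GP2 cells expressing PTHR1 and a GloSensor cAMP reporter, 3,000/well, plated overnight, given luciferin plus IBMX (each 0.5 mM as added) for 1 h at 37 °C, then compound for 1 h at 37 °C. Luminescence was read after 15 min at room temperature.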
Active calls of the source: *; i = inactive; ? = inconclusive; nt = no result given; [ ] = dose if it differs, or a comment. Unless noted, the call rests on the fitted dose curve; in most records, active means well fitted curve in the direction sought with a large enough effect; inconclusive means small, poorly fitted or top-dose-only effect, or another doubt; inactive means no such curve, though single readings can be large; an effect the other way counts as inactive or inconclusive. Only part of the results is shown; count on the stated rates, not on these rows.

SMILES | DRD3 agonist | GLP1R ag | HEK293 tox | KB-V1 cytotox | DRD3 antagonist | TDP43 rescue | GLP1R inv ag | aSyn yeast inh | PTHR1 agonist
CCSc1ncc(/C=N/Nc2ccccc2)n1C | -11 | 14% | ? | 0% | -25 | 1% | 3.5µM* | -1% | -3%
Cc1sc2c(c1C)CN(CCN1CCOCC1)CN2C(=O)c1ccccc1 | 3 | 6% | -4% | 11% | 2 | -7%[9.22 µM] | 9% | -1% | i
O=C(c1ccccc1)c1cc(-c2ccccn2)c(N2CCOCC2)s1 | 0 | 0% | 9% | 8.2µM* | 6 | 0% | 5% | 7% | -18%[57.5 µM]
Cc1ccc(-c2nc3cc(C)ccc3o2)cc1 | 2 | -8% | -8% | 3% | 21 | 8% | -2% | -16% | -20%[57.5 µM]
CCCN(Cc1cc2cccc(C)c2[nH]c1=O)S(C)(=O)=O | 4 | 4% | -4% | 0% | 11 | 25% | -7% | 0% | -8%
Cc1ccc(-n2nc(C)c(C(=O)NCCCN3CCN(c4ccc(F)cc4)CC3)c2-n2cccc2)cc1 | -13 | 8% | -16% | 16µM* | nt | 9% | ? | -3% | -16%
COc1ccc(C(=O)Nc2nc(CC(=O)NCCc3ccccc3OC)cs2)cc1 | 7 | -1% | -9% | ? | 48 | 17% | ? | -1% | -48%[inhibitor]
O=C(Cc1ccc(-n2c(=O)c3ccccc3n(CC(=O)Nc3ccc(F)cc3F)c2=O)cc1)NCc1ccco1 | -3 | -2% | -33% | 0% | 10 | -6% | ? | 8% | -10%
O=C(CSc1ncc2c(n1)-c1ccccc1N(Cc1ccc(F)cc1)S2(=O)=O)NCc1ccccc1 | 9 | nt | -2% | -2% | nt | 0% | 14% | nt | -28%
CC(=O)Nc1nc(C)c(Oc2ccccc2)c(=O)[nH]1 | -1 | -9% | -6% | 27% | -13 | -1% | 3% | 0% | i
C=CCOC(=O)CSCC(NC(=O)OC(C)(C)C)C(=O)OCC (stereo not drawn) | 1 | 13% | -7% | 10% | 0 | 8% | 1% | 3% | i
COc1cc(OC)nc(Nc2nc(C(N)Cc3ccc(F)cc3)cs2)n1 (stereo not drawn) | 2 | 0% | ? | ? | -13 | 19% | ? | 1% | -5%
O=C1C=CC(=Nc2ccc3c(c2)C(=O)c2ccccc2-3)O1 | -4 | 25% | -4% | 14% | -15 | ? | 15% | -74%[inhibitor] | -6%
CCOc1cc(-c2nc(-c3ccncc3)no2)cc(OCC)c1OCC | 4 | 2% | 0% | 2% | 26 | 1% | 11% | 6% | -3%[57.5 µM]
CCOc1ccccc1N(CC(=O)NCc1ccco1)C(=O)CCC(=O)Nc1nccs1 | 4 | 9% | 12% | 14% | 9 | -7% | 7% | 0% | i
O=C(Nc1cc(S(=O)(=O)N2CCOCC2)ccc1O)c1ccc(S(=O)(=O)N2CCCCC2)cc1 | 0 | -1% | -1% | ? | -2 | 6% | -25% | -2% | -15%
NC(=S)NNc1ccc(Cl)c(Cl)c1 | 0 | 2% | 4% | 4% | -12 | -6% | -18% | -31%[inhibitor] | i
C=CCNC(=O)c1c(N)n(-c2ccc3c(c2)OCO3)c2nc3ccccc3nc12 | 16 | -3% | -3% | -19% | 8 | 0% | 1% | 3% | -13%[57.5 µM]
CCCC(=O)N1CCC1(C)C(=O)Nc1cc(OC)ccc1OC (stereo not drawn) | 6 | 10% | 1% | 0% | -5 | 10% | 34%[activator] | -1% | i
Cc1cc2cc3c(cc2nc1SCC(=O)Nc1ccccc1)CCC3 | 2 | 10% | -20% | -25% | 17 | -3% | 0% | -9% | i
COCCNc1ccc([N+](=O)[O-])cc1C(=O)Nc1cccc(C)n1 | -1 | 9% | -28% | ? | -5 | -1% | 9% | 3% | -60%[inhibitor]
COc1ccc(C)cc1Nc1nc(-c2ccccc2O)nc2ccccc12 | 1 | -5% | 10% | -10% | 7 | 20% | 7% | 0% | -7%
CN(C)/C=C1\C(=O)Oc2ccccc2C1=O | 2 | 5% | -1% | 23% | -11 | -24% | -25% | -2% | -5%
CCN(CC)c1nc2c3c(nc4c(c3c1C#N)CC(=O)N4c1ccc(Cl)cc1)NC(C)=N2 | 0 | 6% | 5% | -42% | 1 | 0% | 6% | 8% | i
O=C(CSc1n[nH]c(=O)[nH]c1=O)Nc1ccc(C(=O)O)cc1 | -1 | 6% | 1% | -1% | 1 | 8% | 7% | 2% | i
O=C(c1ccco1)N1CCCC(c2nc3c(nnn3Cc3ccc(F)cc3)c(=O)[nH]2)C1 (stereo not drawn) | -5 | 9% | -2% | 8% | -27 | -16% | 8% | -3% | 0%
CN(C(=O)CCN1C(=O)C2C3C=CC(C3)C2C1=O)c1ccccc1 (stereo not drawn) | 0 | 0% | 7% | 5% | -5 | 16% | -2% | 6% | i
CCOc1ccc(/C(CCC(=O)O)=N/NC(=S)NCCc2ccccc2)cc1 | 4 | 4% | ? | -3% | -29 | -6% | -2% | 0% | i
O=C(NC1CC1)c1ccc2c(c1)C1C3CCC(C3)C1C(c1ccccc1)N2 (stereo not drawn) | -19 | -3% | -4% | -20% | ? | ? | 0% | 7% | i
O=C(NCc1ccc(Cl)cc1Cl)c1ccc2nc[nH]c2c1 | -5 | -1% | 5%[1.53 µM] | -14% | 18 | 19% | 3% | 5% | i

Single records (already shown). Order of screens: DRD3 agonist | GLP1R ag | HEK293 tox | KB-V1 cytotox | DRD3 antagonist | TDP43 rescue | GLP1R inv ag | aSyn yeast inh | PTHR1 agonist
C=CCNC(=O)c1c(N)n(-c2ccc3c(c2)OCO3)c2nc3ccccc3nc12 is listed as 16 | -3% | -3% | -19% | 8 | 0% | 1% | 3% | -13%[57.5 µM]
CCN(CC)c1nc2c3c(nc4c(c3c1C#N)CC(=O)N4c1ccc(Cl)cc1)NC(C)=N2 is listed as 0 | 6% | 5% | -42% | 1 | 0% | 6% | 8% | i
C=CCOC(=O)CSCC(NC(=O)OC(C)(C)C)C(=O)OCC (stereo not drawn) is listed as 1 | 13% | -7% | 10% | 0 | 8% | 1% | 3% | i
COc1ccc(C(=O)Nc2nc(CC(=O)NCCc3ccccc3OC)cs2)cc1 is listed as 7 | -1% | -9% | ? | 48 | 17% | ? | -1% | -48%[inhibitor]
CCOc1ccc(/C(CCC(=O)O)=N/NC(=S)NCCc2ccccc2)cc1 is listed as 4 | 4% | ? | -3% | -29 | -6% | -2% | 0% | i

Further compounds follow:
SMILES | DRD3 agonist | GLP1R ag | HEK293 tox | KB-V1 cytotox | DRD3 antagonist | TDP43 rescue | GLP1R inv ag | aSyn yeast inh | PTHR1 agonist
CC(OC(=O)CN1C(=O)c2ccccc2C1=O)C(=O)NC1CCCCC1 (stereo not drawn) | 3 | 0% | 1% | 32% | 12 | -3% | -2% | 5% | 23%
NC(=O)[C@@H]1CC2(CC(c3cccc(NC(=O)COc4ccc(Cl)cc4)c3)=NO2)CN1C(=O)c1ccccc1 (stereo partly drawn) | 2 | 2% | -8% | 0% | 2 | 5% | -5% | 10% | i
Cc1cccn(Cc2c(F)cccc2Cl)c1=O | 2 | -1% | 1% | 4% | 14 | 6% | -14% | 3% | -21%
CCOc1ccc2nc(NC(=O)CS(=O)(=O)c3ccccc3)sc2c1 | 32* | -3% | -12% | -4% | 156 | ? | 6% | 11% | -2%[57.5 µM]
Cc1ccc(NC(=O)CSc2ncccn2)c([N+](=O)[O-])c1 | 12 | 24% | -5% | 0% | 2 | -22% | 16% | 7% | i
CCOc1ccc(C2c3c(oc4ccc(C)cc4c3=O)C(=O)N2CCCN2CCOCC2)cc1 (stereo not drawn) | 0 | nt | 14% | -13% | nt | 8% | 7% | nt | i
CCCC(C(=O)NCC1CCCO1)N(Cc1ccco1)C(=O)CNS(=O)(=O)c1ccccc1 (stereo not drawn) | -7 | 8% | 1% | -1% | 8 | 7% | 10% | 1% | i
O=C(O)c1ccccc1C(=O)Nc1ccc(S(=O)(=O)NC2CCCCC2)cc1 | 0 | -10% | 3% | -11% | 16 | 23% | 2% | 10% | i
COCCN1C(=S)NC(c2cccc(C(F)(F)F)c2)C(C(=O)N2CCOCC2)=C1C (stereo not drawn) | -10 | 0% | 12% | -16% | -8 | 18%[9.22 µM] | -6% | -1% | i
Cc1cc(NS(=O)(=O)c2ccc(C3CCCCC3)cc2)no1 | -6 | 6% | -1% | -18% | -24 | -19% | -13% | -57%[inhibitor] | 29%[57.5 µM]
Cc1cc(-n2cnc(-c3cn[nH]c3C)n2)no1 | -12 | 21% | -2% | 0% | 11 | -11%[1.82 µM] | 4% | -5% | -7%
CCCc1sc(N2CCCC(C(N)=O)C2)nc1-c1ccccc1 (stereo not drawn) | -6 | -3% | -15% | 0% | 2 | -6% | -26% | -5% | -23%
Cc1cc(NC(=O)CSc2[nH]c(=O)cc(C(F)(F)F)c2C#N)no1 | 3 | -8% | -6% | 11% | -9 | 8% | 15% | 0%[1.84 µM] | -7%
CCCOc1ccc(Cl)cc1CNc1ccccc1 | -1 | 14% | 15% | 7% | 3 | 19% | ? | 6% | -10%
CC1=CC(=O)OC1Cc1ccncc1 (stereo not drawn) | 4 | -10% | 3% | 16% | -5 | 26% | 7% | 2% | i
